Bioassay records (PubChem)
Myeloid diff 2 = myeloid differentiation induction | ER-HoxA9 myeloid progenitors, lysozyme-GFP differentiation, flow cytometry | calls only at 10 µM | hit rate 1% among 360,000;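 active means normalized GFP-positive differentiation at or above the plate's own cutoff, the solvent-only control mean plus 3 SD; inconclusive means no clear call, values can overlap the other calls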;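 further: cells exposed to compound for four days before flow analysis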
b-catenin transl = modulators of beta-catenin nuclear translocation; HeLa beta-catenin nuclear translocation, immunofluorescence imaging; nuclear translocation activity, % at 5 µM; hit rate 0.3% among 190,000;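 active means nuclear translocation activity above 50% at 5 µM, with a well cell count of 50 or more; inconclusive means wells under 50 cells across six images, flagged as toxic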;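 further: per-cell ratio of nuclear to cytoplasmic median beta-catenin stain intensity; plate controls were DMSO negative control for no effect and GSK-3 inhibitor IX positive control for full effect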
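Signal – beta-catenin immunofluorescence imaging with DAPI · Test system – human HeLa cell line · Dosing – 5 µM primary single dose, 0.1% DMSO, 0.02–20 µM confirmation series · Measure – % activation, nuclear-to-cytoplasmic median beta-catenin signal ratio per cell · Incubation – 24 h compound exposure at 37°C, 5% CO2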
West Nile virus CPE = inhibition of WNV-induced cytopathic effect – cell-based, CPE readout (AID 1621). West Nile virus-infected cells, CPE inhibition; higher % means a stronger effect. one-dose CPE inhibition, % at 10 µM; IC50 in µM for titrated hits. hit rate 0.02% among 290,000; in the data active means a potency from the dose series; inconclusive means CPE inhibition mostly from about 3.7% at the one dose, without a potency; inactive means the rest, 99 in 100 with CPE inhibition below about 2.2%; further: strong numbers were not always called active
SV40 large T antigen = TAg ATPase/helicase activity blockers – biochemical (AID 1903) | SV40 large T antigen ATPase/helicase inhibition assay; higher % means a stronger effect | one-dose inhibition, % at 20 µM; IC50 in µM for titrated hits | hit rate 0.39% among 310,000; in the data active means a potency from the dose series; inconclusive means inhibition mostly from about 32% at the one dose, without a potency; inactive means the rest, 99 in 100 with inhibition below about 32%; further: strong numbers were not always called active
T cell modulator = T cell immune modulators affecting CD8 T cell-vesicle binding | 2C CD8+ T cell-vesicle binding, flow cytometry; stronger effect = lower value | calls only at 7 µM | hit rate 0.068% among 330,000 | AID 2052;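 active means response, share of CD8 T cells binding vesicles, and their 90th percentile fluorescence all below set limits, cut at about 80% in these data, passing the limit was not always enough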
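Test system: purified 2C TCR transgenic mouse naive CD8+ T cells. Probe or stimulus: QL9-peptide-loaded Drosophila micro-vesicles bearing Ld, ICAM-1 and B7-1. Incubation: binding step 1.5 h, 37 °C, antibody labelling 20 min, ice. Measured by: flow cytometry of vesicle-bound cells.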
RSV antiviral HEp-2 = inhibition of RSV-induced cytopathic effect – HEp-2 cells, primary 10 µM value included (AID 2391); CPE inhibition, % at 10 µM, or IC50 in µM where a hit was titrated; hit rate 0.13% among 310,000; HEp-2 cells, RSV-induced CPE inhibition; higher % means a stronger effect; in the data active means a potency from the dose series; inconclusive means CPE inhibition mostly from about 23% at the one dose, without a potency; inactive means the rest, 99 in 100 with CPE inhibition below about 21%; further: strong numbers were not always called active
Salmonella PhoP GFP = inhibitors of PhoP regulon expression, primary screen, Salmonella Typhimurium, GFP reporter (AID 1863); S. Typhimurium PhoP-regulated promoter GFP reporter, 4 h; higher % means a stronger effect; hit rate 0.16% among 300,000; one-dose inhibition, % at 50 µM; IC50 in µM for titrated hits;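 active means inhibition over 29.93%, a cutoff 3 SD above the screen mean, later confirmed by dose response; inconclusive means inhibition over 29.93% but no dose response follow-up; inactive means inhibition at most 29.93% or unconfirmed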;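 further: 0% = low Mg2+ inducing control and 100% = high Mg2+ repressing control; strong numbers were not always called active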
WT yeast gro inh = growth inhibition of WT yeast, mitochondrial fusion screen | hit rate 2.1% among 190,000 | AID 1362 | inhibition, % at 10 µM | mitochondrial fusion phenotypic screen, WT strain; in the data active means inhibition above about 58%; tested in S. cerevisiae
MgcRacGAP inhibition = MgcRacGAP GTPase-activating activity inhibitors, confirmation, biochemical, ADP Hunter fluorescence; hit rate 0.6% among 340,000; inhibition, % at 30 µM; hits with a dose series show IC50 in µM; MgcRacGAP-stimulated Rac1 GTP hydrolysis, ADP Hunter fluorescence; higher % means a stronger effect; GST-tagged Rac1 F28L mutant substrate;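 active means first-screen hits whose inhibition reached a set limit at any dose in the follow-up dose series; inconclusive means inhibition above the set first-screen limit but never retested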;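 further: fluorescence reports GDP produced by GAP-driven GTP hydrolysis; strong numbers were not always called active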
WT yeast gro inh mutant strain = also measured in WT yeast gro inh; calls as there; inhibition, %; mitochondrial fusion phenotypic screen, mutant strain inhibition
b-catenin transl cell count 5 µM = also measured in b-catenin transl; calls as there; cell count; measured here: cell count, cytotoxicity flag
T cell modulator vesicle-bound % = also measured in T cell modulator; calls as there; double positive events, %; measured here: CD8+ vesicle-bound cell fraction;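 binding gate set so that unloaded-vesicle control wells show 10% double positive cells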
Myeloid diff 2 GFP+ MAC1+ % = recorded beside Myeloid diff 2, whose call it bears; GFP+ MAC1+ double positive, %; measured here: differentiation confirmed by MAC1 staining
Starred values were filed as active, the others as inactive; i = inactive; u = inconclusive; x = not tested or not shown; + = active, no number. Rows were taken by chance; overall some 3.6% were active at least once.

SMILES	Myeloid diff 2	Myeloid diff 2 GFP+ MAC1+ %	b-catenin transl	b-catenin transl cell count 5 µM	West Nile virus CPE	SV40 large T antigen	T cell modulator	T cell modulator vesicle-bound %	RSV antiviral HEp-2	Salmonella PhoP GFP	WT yeast gro inh	WT yeast gro inh mutant strain	MgcRacGAP inhibition
CCSc1nc2ccccc2n1Cc1nc(N)nc(N(C)C)n1	i	7.2	-0.3	1160	-0.8%	10%	i	26	6.5%	-8%	11	24	-3%
CSCCC(NC(=O)COc1ccccc1)C(=O)NC1CCC(C)CC1 (stereo unspecified)	x	x	x	x	x	7%	i	51	-2.1%	10%	x	x	3%
COc1ccc(-c2nc(SCC(=O)N(CC(C)C)c3c(N)n(Cc4ccccc4)c(=O)[nH]c3=O)n[nH]2)cc1	i	1.5	x	x	x	14%	i	43	-1.4%	-9%	x	x	6%
COc1cccc(NC(=O)CSc2ccccn2)c1	i	0.9	0.7	1164	-0.5%	2%	i	50	-0.2%	3%	6	5	-6%
CC1(C)CC(=O)C(C=Nc2cccnc2/N=C/C2=C(O)CC(C)(C)CC2=O)=C(O)C1	i	0.5	1.3	1060	0.0%	-3%	i	58	0.7%	-20%	-6	14	13%
Cc1ccc(S(=O)(=O)N2CCOCC2)cc1NC(=O)CSc1nc2ccccc2c(=O)n1Cc1ccccc1	i	1.4	0.3	997	-0.4%	4%	i	4	0.5%	-2%	-8	-8	6%
Cc1cccc(N2CCN(C(=O)c3ccccc3NC(=O)C3CC=CCC3C(=O)O)CC2)c1 (stereo unspecified)	i	0.2	x	x	0.1%	23%	i	64	-0.9%	-4%	9	5	-8%
Cc1cc(NC(=O)/C=C/c2ccccc2)c(C(C)C)cc1O	i	0.6	-0.9	1411	-1.2%	6%	i	8	2.6%	-2%	1	3	12%
CC(=O)c1sc2nc(-c3ccccc3)cc(C)c2c1N	x	x	x	x	0.8%	9%	i	48	2.4%	1%	x	x	11%
O=C1C(C=NCC2CCCO2)=C(O)c2ccccc21 (stereo unspecified)	i	0.8	1.9	709	0.4%	-2%	i	45	-1.1%	8%	-3	-2	4%
CCN(C(=O)COC(=O)c1cccn1C)C1CCS(=O)(=O)C1 (stereo unspecified)	i	0.4	-2.9	1138	0.1%	15%	i	29	0.9%	4%	5	1	8%
Oc1ccc(-c2csc(Nc3cccc4ccccc34)n2)cc1O	i	0.3	x	x	-0.9%	66µM*	i	17	5.9%	7%	x	x	20%
CN(C/C=C/C#CC(C)(C)C)Cc1cccc2ccccc12	i	2.4	x	x	0.4%	7%	i	63	1.7%	8%	x	x	2%
Oc1c(C(c2ccccc2)N2CCN(Cc3ccccc3)CC2)sc2ncnn12 (stereo unspecified)	u	x	x	x	0.3%	14%	i	54	1.8%	6%	5	2	3%
O=C(Nc1ncccc1O)c1ccc2ccccc2c1	x	x	x	x	0.0%	3%	i	64	2.3%	-8%	x	x	0%
COc1ccccc1NCCC(=O)OCC(=O)NC1CC1	i	0.8	1.6	1027	0.2%	30%	i	59	0.9%	-11%	-9	-2	-4%
Cc1nn(CC(=O)NCc2ccccc2)c(=O)c2cccn12	i	3.8	x	x	0.7%	6%	i	21	1.5%	3%	x	x	10%
CCCCCC(=O)c1ccc(O)cc1O	i	0.2	-0.4	1077	-0.1%	14%	i	30	1.0%	4%	13	3	9%
Cc1ccc(CNC(=O)Cn2cnc(S(=O)(=O)N3CCCCC3)c2)o1	i	1.7	x	x	-0.8%	24%	i	5	-0.4%	0%	x	x	8%
O=C(c1oc(=O)c2ccccc2c1-c1ccccc1)N1CCOCC1	i	0.9	-0.1	1266	-0.4%	7%	i	40	-0.4%	12%	-6	-11	-3%
C#CCOCCOCCOCCNc1nc(N2CCN(C(=O)C([C@@H](C)CC)n3cc(C(N)COC(=O)C(F)(F)F)nn3)CC2)nc(N2CCN(C(=O)C([C@@H](C)CC)n3cc(C(N)CC(C)C)nn3)CC2)n1 (stereo partly specified)	x	x	x	x	0.1%	7%	i	17	-0.5%	x	x	x	x
S=C(Nc1ccc(CN2CCCCC2)cc1)Nc1cccc(Cl)c1Cl	i	0.9	x	x	-0.9%	16%	i	9	-0.5%	-2%	x	x	9%
CC(c1nnc(SCC(=O)NC(=O)NCc2ccco2)n1-c1ccc(Cl)cc1)N(C)C (stereo unspecified)	i	1.9	-3.3	1018	1.8%	19%	i	22	-1.3%	0%	-8	-3	4%
Cc1ccc(-c2nnn(CC(=O)N(c3cnc4ccccc4c3)C(C(=O)NC3CCCC3)c3ccncc3)n2)o1 (stereo unspecified)	i	0.3	-4.2	1045	-0.6%	5%	i	66	-0.9%	-8%	-8	4	6%
COC(CNC(=O)c1cn(C)c2ccc(S(=O)(=O)N(C)C3CCCCC3)cc2c1=O)OC	u	x	x	x	0.0%	-5%	i	18	4.1%	3%	x	x	-3%

Reformatted with values under each structure: entries from further up
Results follow in this order: Myeloid diff 2, Myeloid diff 2 GFP+ MAC1+ %, b-catenin transl, b-catenin transl cell count 5 µM, West Nile virus CPE, SV40 large T antigen, T cell modulator, T cell modulator vesicle-bound %, RSV antiviral HEp-2, Salmonella PhoP GFP, WT yeast gro inh, WT yeast gro inh mutant strain, MgcRacGAP inhibition
O=C1C(C=NCC2CCCO2)=C(O)c2ccccc21 (stereo unspecified)
 : i, 0.8, 1.9, 709, 0.4%, -2%, i, 45, -1.1%, 8%, -3, -2, 4%
CCN(C(=O)COC(=O)c1cccn1C)C1CCS(=O)(=O)C1 (stereo unspecified)
 : i, 0.4, -2.9, 1138, 0.1%, 15%, i, 29, 0.9%, 4%, 5, 1, 8%

2 of the compounds above, bar-delimited.
Compound | Myeloid diff 2 | Myeloid diff 2 GFP+ MAC1+ % | b-catenin transl | b-catenin transl cell count 5 µM | West Nile virus CPE | SV40 large T antigen | T cell modulator | T cell modulator vesicle-bound % | RSV antiviral HEp-2 | Salmonella PhoP GFP | WT yeast gro inh | WT yeast gro inh mutant strain | MgcRacGAP inhibition
S=C(Nc1ccc(CN2CCCCC2)cc1)Nc1cccc(Cl)c1Cl | i | 0.9 | x | x | -0.9% | 16% | i | 9 | -0.5% | -2% | x | x | 9%
CC(c1nnc(SCC(=O)NC(=O)NCc2ccco2)n1-c1ccc(Cl)cc1)N(C)C (stereo unspecified) | i | 1.9 | -3.3 | 1018 | 1.8% | 19% | i | 22 | -1.3% | 0% | -8 | -3 | 4%

Additional records follow.
SMILES	Myeloid diff 2	Myeloid diff 2 GFP+ MAC1+ %	b-catenin transl	b-catenin transl cell count 5 µM	West Nile virus CPE	SV40 large T antigen	T cell modulator	T cell modulator vesicle-bound %	RSV antiviral HEp-2	Salmonella PhoP GFP	WT yeast gro inh	WT yeast gro inh mutant strain	MgcRacGAP inhibition
COc1ccc(C2Nc3ccccc3C(=O)N2NC(C)=O)c(OC)c1 (stereo unspecified)	i	0.5	x	x	0.1%	9%	i	30	1.1%	7%	x	x	0%
Cc1ccc(C(=O)NC2CCS(=O)(=O)C2)cc1S(=O)(=O)N1CCCC1 (stereo unspecified)	i	1.2	x	x	x	4%	i	72	0.0%	7%	x	x	11%
Oc1ccccc1C(Nc1nccs1)c1ccc2cccnc2c1O (stereo unspecified)	u	x	3.3	1229	u	11%	i	23	14%	2%	x	x	-4%
COc1cc(C(c2sc3nc(C)nn3c2O)N2CC(C)CC(C)C2)cc(OC)c1OC (stereo unspecified)	i	3.2	2.3	955	0.0%	4%	i	39	0.6%	-4%	-16	-8	8%
Cc1cc(C)c(OCC(=O)OCC(=O)N(C)C2CCS(=O)(=O)C2)c(C)c1 (stereo unspecified)	i	0.4	x	x	x	3%	i	47	1.0%	5%	x	x	7%
Cc1ccc(C(=O)CSc2nnc(-c3c[nH]c4ccccc34)o2)cc1	i	0.3	3.5	1000	0.1%	5%	i	39	10%	-2%	8	2	-4%
Cc1ccc(S(=O)(=O)N/N=C\c2cn(-c3ccccc3)nc2-c2ccccc2)cc1	i	0.9	0.0	1382	0.6%	7%	i	26	44%	-15%	24	30	6%
COc1cc(/C=C2\SC(N)=NC2=O)ccc1OCC(=O)Nc1ccccc1C	i	0.1	x	x	x	x	i	22	1.9%	x	x	x	1%
O=C(Nc1ccc(N2CCN(C(=O)c3ccco3)CC2)cc1)c1ccc(F)cc1	i	0.9	0.4	1074	-0.1%	25%	i	29	3.5%	2%	-6	-1	3%
COc1ccccc1NS(=O)(=O)c1cc([N+](=O)[O-])ccc1N/N=C/c1c(C)[nH]c2ccccc12	+	22*	-1.0	1190	0.9%	23%	i	55	0.1%	-3%	18	-57	-5%
COc1ccc(OCc2cc(C(=O)NC(C)c3csc(C)n3)no2)c(Cl)c1 (stereo unspecified)	i	0.7	x	x	-0.3%	7%	i	17	1.2%	6%	x	x	12%
CCOc1ccc(-n2nnnc2SCC(=O)Nc2ccc(NC(C)=O)cc2)cc1	i	0.8	x	x	-0.9%	3%	i	66	1.3%	-5%	x	x	8%
CC(C)Cn1c(N)c(C(=O)NCc2cccs2)c2nc3ccccc3nc21	i	3.4	x	x	2.8%	0%	i	30	22%	10%	4	7	14%
NC1=NC(=O)C(Cc2cccc(Cl)c2)S1 (stereo unspecified)	i	0.3	0.6	1123	0.1%	9%	i	16	2.1%	1%	-5	-12	4%
Cc1ccc(NC(=O)COc2cccc(-n3cnnn3)c2)cc1S(=O)(=O)N1CCOCC1	i	0.3	x	x	x	x	i	34	0.6%	x	x	x	6%
Cc1ccnc(-n2c(C)cc(C=O)c2C)c1	i	0.4	-1.1	1087	-0.1%	4%	i	61	0.4%	3%	7	-3	3%
